# Pf Dd2 inh = blocks in vitro growth of P. falciparum Dd2; P. falciparum Dd2 growth, SYBR Green, 72 h; Potency, µM (top dose mostly 28.9 µM), for the others: top-dose activity, negative = inhibition, most hits filed as inhibitors; 120,000 compounds, 4.3% hits; AID 1347417; active = well fitted inhibition curve with a large enough effect; inconclusive = small, poorly fitted or top-dose-only effect; inactive = no such curve, though single readings can be large or run the other way;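 note: plate controls were DMSO vehicle for no effect and reference drug for full effect; nearly all actives have a fitted effect of over 65% in size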
#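 Infected erythrocytes (Dd2, 0.3% parasitemia, 2.5% hematocrit final) are added to compound in RPMI-1640/Albumax II medium, grown 72 h at 37C in low oxygen, then lysed with saponin/Triton-X containing SYBR Green and read by fluorescence.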
# * hit, by the source's call; i = inactive; ? = inconclusive; [ ] = remark or other dose. Potency is the fitted concentration of half-maximal effect. Only part of the results is shown (hit frequency here may not be typical).
# Start of the data: the first five entries (preview)
smiles	Pf Dd2 inh
CCN(CC)C(=O)N1CCCCCCNC(=O)[C@@H]2C[C@@H](c3nc(-c4cccnc4)no3)C[C@@H]21	?
O=C(CN1CC2CC(C1)[C@H]1CCCC(=O)N1C2)NCc1cccs1 (stereo partly specified)	-2%
CC1CCc2noc(NC(=O)c3ccccc3[N+](=O)[O-])c2C1 (stereo unspecified)	-21%
Cn1cc(CN[C@H]2[C@H](O)[C@H](O)C[C@@H]2c2cccnc2)cn1	6%[44.1 µM]
Cc1ccc2c(CC(=O)N(Cc3ccc(Cl)cc3)Cc3ccco3)coc2c1	39%[activator]

# Main list, from the first entry:
smiles	Pf Dd2 inh
CCN(CC)C(=O)N1CCCCCCNC(=O)[C@@H]2C[C@@H](c3nc(-c4cccnc4)no3)C[C@@H]21	?
O=C(CN1CC2CC(C1)[C@H]1CCCC(=O)N1C2)NCc1cccs1 (stereo partly specified)	-2%
CC1CCc2noc(NC(=O)c3ccccc3[N+](=O)[O-])c2C1 (stereo unspecified)	-21%
Cn1cc(CN[C@H]2[C@H](O)[C@H](O)C[C@@H]2c2cccnc2)cn1	6%[44.1 µM]
Cc1ccc2c(CC(=O)N(Cc3ccc(Cl)cc3)Cc3ccco3)coc2c1	39%[activator]
COCCN1Cc2[nH]nc(-c3cc(OC)ccc3OC)c2CC1=O	-22%[44.1 µM]
Cc1nn(C)c(C)c1CCC(=O)N1CCN(c2ccc(C#N)cc2)C(=O)C1	5%
CC(C)c1noc(-c2cccn3c(CNC(=O)CC4CCCCC4)nnc23)n1	-9%
COCC(=O)N[C@H]1CC[C@]2(C)CC[C@@H]([C@H](C)C(=O)NCc3cccs3)[C@H](O)[C@H]2[C@@H]1C	?
CCc1ccc(OCC(=O)N(Cc2ccc(C)cc2)Cc2ccco2)cc1	?
COc1ccc(CCN2Cc3cc(NC(=O)c4ccc(F)cc4F)ccc3OC(C)C2=O)cc1 (stereo unspecified)	-11%
CCC(C)NC(=O)CCC(=O)N1Cc2ccccc2Oc2ncccc21 (stereo unspecified)	12%
CCOc1ccc(NC(=O)c2ccc3c(c2)N(C)C2CCCCN2C3=O)cc1 (stereo unspecified)	?
COc1ccccc1Cc1nc2ccccc2nc1SCC(=O)N1CCN(c2ccccc2)CC1	-17%
O=C(Cc1c[nH]c(=O)[nH]c1=O)NC(c1cnc2ccccc2c1)C1CC(O)C1 (stereo unspecified)	-19%
Fc1cccc(F)c1-c1nc(-c2ccncc2)no1	-15%
Cc1cccc(NC(=O)CN2C(=O)c3ccccc3Sc3ncccc32)c1C	-20%
O=C(NCc1ccccc1Cl)c1ccc(NC(=O)N2CCCCc3ccccc32)cc1	41%[activator]
COCCCNC(=O)CN1CCCc2nc(-c3ccncc3)ncc2C1=O	-11%
CCCN(CCC)c1nn2c(=O)c(C(=O)NCc3cccc(OC)c3)cnc2s1	i
CCOCC(=O)N1c2ccccc2CC1c1noc(C(C)C)n1 (stereo unspecified)	?
CN(C(=O)CCc1nc2ccccc2[nH]1)C1CCc2nn(C)c(=O)n2CC1 (stereo unspecified)	8%
CN(C)c1cc(N2CCCC(NS(=O)(=O)C3CC3)C2)ncn1 (stereo unspecified)	16%[5.79 µM]
O=C1CS(=O)C2(CCNCC2)N1C1CCCC1 (stereo unspecified)	?
CCN(CC)Cc1cnc2c(C(=O)N3CCCC(CCCO)C3)cnn2c1 (stereo unspecified)	-3%
CC1=C(c2ccc(C)c(C)c2)S(=O)(=O)N(Cc2ccc(C(=O)NCc3ccccc3F)cc2)C1=O	?
CCC(=O)N1CCc2cc(Br)cc(S(=O)(=O)CCC(=O)NCCc3ccc(Cl)cc3)c21	?
COc1cc(OC)c(N(C)C(=O)c2cc3c(s2)-c2ccccc2OC3)cc1Cl	8.9µM*
Cc1ccc2nc(COc3ccccc3NC(=O)COc3ccc(F)cc3)cc(=O)n2c1	1%
O=C(c1ccc2c(=O)n(CCc3ccccc3)c(=O)[nH]c2c1)N1CCN(c2ccc(F)cc2)CC1	?
Cc1cccc(NC(=O)Cn2c(=O)n(CCCS(=O)(=O)C3CCCCC3)c(=O)c3ccccc32)c1	-18%
O=C(NCCn1cc(SCc2ccc(C(F)(F)F)cc2)c2ccccc21)c1cccs1	?
COc1ccc(OC)c(NC(=O)Nc2cccc(OCc3cc(=O)n4cc(C)ccc4n3)c2)c1	?
COc1ccc2c(c1)c1c(c(=O)n(Cc3ccccc3)c(=O)n1CC(=O)NCc1ccccc1)n2C	5%
Cc1nc(CCNC(=O)C2CCCCC2)no1	-5%
Cc1ccsc1CN1CCCCCNC(=O)CC1c1ccccc1 (stereo unspecified)	7.1µM*
c1ccc(-c2ccnc(NCC(c3ccncc3)N3CCOCC3)n2)nc1 (stereo unspecified)	11%
CN1CC2(CCN(C(=O)NC(C)(C)C)CC2)CC1C(=O)N1CCOCC1 (stereo unspecified)	-19%
CC(C)c1ccc(S(=O)(=O)NCc2nc3cccnc3n2Cc2ccc(F)cc2)cc1	-7%
Cc1cn2nc(C(=O)Nc3ccc(OC(F)(F)F)cc3)cc2c(N2CCSCC2)n1	?
CCc1cccc(C)c1NC(=O)c1cc(S(=O)(=O)NCc2ccccc2Cl)ccc1F	10%
CC(=O)N1CCC(Cc2ccc(C(=O)NC3CCN(Cc4ccccc4)CC3)cc2)CC1	?
Cc1cc2ncc(C(=O)NC3CCCCC3C)cn2n1 (stereo unspecified)	-2%[44.1 µM]
CCNC(=O)CC1CCN(S(C)(=O)=O)C1 (stereo unspecified)	9%
Cc1ccc2oc(C(=O)Nc3nnc(CC(C)C)s3)cc(=O)c2c1	i
CCn1cc(CN2CCN(C(=O)COc3ccccc3)CC2)ccc1=O	10%
CCOc1ccc(C(=O)Nc2ccccc2OCc2cc(=O)n3ccccc3n2)cc1	0%
Nc1nc(C2CC(O)C2)cc(N2CCCN(Cc3ccccn3)CC2)n1 (stereo unspecified)	-17%
CC(=O)N1CCC2(CC1)OC(=O)N(Cc1ccccc1)C2(C)c1ccccc1 (stereo unspecified)	?
CCOc1ccccc1NC(=O)Cn1ccn(Cc2ccc(C)cc2)c(=O)c1=O	?
Cc1ccccc1OCC(=O)Nc1cccc(C(=O)OCc2cc(=O)n3c(C)csc3n2)c1	i
CC(=O)Nc1ccc(C2(C(=O)N3CCC(N4CCCCC4)CC3)CCCCC2)cc1	13µM*
CCN1c2cc(C(=O)Nc3ccc(C(=O)OC)cc3)ccc2C(=O)N2CCCC21 (stereo unspecified)	?
O=C1CO[C@H]2CN(Cc3ncc[nH]3)C[C@H]2N1Cc1ccncc1	-3%[44.1 µM]
CCC1=C(C(=O)OC)C(c2cccc(F)c2)N2C(CC(=O)NCc3cccc(F)c3)=CSC2=N1 (stereo unspecified)	2.5µM*
Cc1ccc(NC(=O)CSc2ccc3nnc(CCNS(=O)(=O)c4ccccc4)n3n2)cc1Cl	-9%
CCCOc1nccnc1NC1CCN(S(=O)(=O)C2CC2)CC1	33%[5.79 µM]
Cc1nc(C2CCCN(C(=O)CCCN)C2)cc(N2CCOCC2)n1 (stereo unspecified)	-10%
O=C(NCc1ccc(F)cc1F)C1CCN(C(=O)c2ncn3c2COC(c2ccccc2)C3)CC1 (stereo unspecified)	i
Cc1cc(C)cc(C(=O)N2CCC(CC(=O)NCc3ccccc3)C2)c1 (stereo unspecified)	i

# The list goes on:
smiles	Pf Dd2 inh
CCc1nnc(SC(CC)C(=O)Nc2ccc(OC)c(Cl)c2)c2cc3occc3n12 (stereo unspecified)	?
NCCc1noc(-c2ccccc2)n1	i
CC1CN(c2ccccc2C#N)C(=O)CN1C(=O)Cc1cn2ccsc2n1 (stereo unspecified)	-8%
O=C(c1ccccc1)N1CCn2c(nn(-c3ccc(C(F)(F)F)cc3)c2=O)C1	59%[activator]
CCc1nncn1C1CCN(S(=O)(=O)c2cc(OC)ccc2OC)CC1	?
COc1ccc(N2C(=O)CSC23C(=O)N(CC(N)=O)c2ccccc23)cc1 (stereo unspecified)	7%
COCc1nncn1C1CCN(S(=O)(=O)c2ccc(Br)cc2)CC1	-17%
COc1ccc2sc(N(Cc3cccnc3)C(=O)c3ccco3)nc2c1	?
O=C(NCc1cnccn1)C1CCCN(c2cnn(Cc3ccccc3)c(=O)c2)C1 (stereo unspecified)	-16%
CC(C)Cc1ccc(S(=O)(=O)N(C)CC2CCOCC2)cc1	-13%
COc1ccc(-c2noc([C@@H]3CCCN3C(=O)c3ccc(Cl)cc3)n2)cc1OC	i
N#Cc1ccc(S(=O)(=O)N2CCC(C3CCNC3)CC2)cc1 (stereo unspecified)	6%

# For convenience, part of the list above:
smiles	Pf Dd2 inh
CCc1nnc(SC(CC)C(=O)Nc2ccc(OC)c(Cl)c2)c2cc3occc3n12 (stereo unspecified)	?
NCCc1noc(-c2ccccc2)n1	i
CC1CN(c2ccccc2C#N)C(=O)CN1C(=O)Cc1cn2ccsc2n1 (stereo unspecified)	-8%
O=C(c1ccccc1)N1CCn2c(nn(-c3ccc(C(F)(F)F)cc3)c2=O)C1	59%[activator]
CCc1nncn1C1CCN(S(=O)(=O)c2cc(OC)ccc2OC)CC1	?

# Next section
smiles	Pf Dd2 inh
CCOC(=O)CSC1=Nc2ccccc2C2=NC(CCC(=O)NCc3ccccc3)C(=O)N12 (stereo unspecified)	-9%
COc1ccc(C2Cn3nnc(-c4nc(-c5ccc(OC)c(F)c5)no4)c3CO2)cc1 (stereo unspecified)	-23%
Cc1nc(-c2c3n(c(=O)n(CC(=O)Nc4cccc(Cl)c4C)c2=O)CCCCC3)no1	-25%
CC(C)Oc1ccc(CN2CCC3(CCNCC3)C2)cc1	?
Cc1ccc(C2c3cc(OCc4nc(C(=O)NCC(C)C)co4)ccc3CCN2C(=O)C2CC2)cc1 (stereo unspecified)	-15%
COc1cccc(-c2cc3c(=O)n(CCNC(=O)c4ccccc4OC)ccn3n2)c1	i
O=C1COc2ccc(-c3cccnc3)nc2CN1Cc1ccc(C(F)(F)F)cc1	-25%[44.1 µM]
CNC(=O)N1CCC2(CC1)CC(N1CCN(CC(C)C)CC1)CCO2 (stereo unspecified)	-9%
CC(NC(=O)c1ccc(N2Cc3ccccc3Oc3ncccc32)s1)c1ccccc1 (stereo unspecified)	?
CCOc1ccccc1CN1CCC2(CCN([S+](=O)([O-])c3c(C)noc3C)CC2)Oc2ccccc21	?
COc1ccc(CNC(=O)c2ccc3c(c2)N(C(=O)c2ccc(F)cc2)CC3)cc1OC	?
Cn1c(Cn2ccnc2)nnc1C1CCCN(C(=O)CCc2ccncc2)C1 (stereo unspecified)	2%
Cc1noc(C)c1S(=O)(=O)NCCc1ncc(C)n1C1CCC1	?
Cc1ccc(-c2cc3c(=O)n(CC(O)c4ccc(C)c(C)c4)ccn3n2)c(C)c1 (stereo unspecified)	?
CCN(C(=O)CCNC(=O)Cn1cnc2ccccc2c1=O)c1cc(OC)ccc1OC	32%[activator]
COCCC(=O)N1CCC(n2c(C)cnc2-c2ccncc2)CC1	34%[activator]
COc1ccc(NC(=O)C2CCN(c3ccc(Sc4ccc(C)cc4)nn3)CC2)cc1	-14%
COc1cccc(CNC(=O)Cn2nc(N3CCN(c4ccccc4OC)CC3)ccc2=O)c1	i
C[C@H]1[C@@H]2[C@@H](O)C([C@H](C)C(=O)NC3CCCCC3)CC[C@@]2(C)CC[C@@H]1NC(=O)c1ccccn1 (stereo partly specified)	-23%
CCCCc1cn(C[C@H]2CC3CCN2C[C@@H]3C(=O)NCc2ccccc2)nn1 (stereo partly specified)	?
CCC(NC(=O)c1cc(Cn2ccc3ccccc32)[nH]n1)c1ncccc1C (stereo unspecified)	?
CCNc1ncnc2c1nnn2C	i
CCCC(=O)C1=C(c2ccc(C)cc2)N(C(=O)CCC)n2cnnc2S1	?
COc1nc2c(cc1CNC(=O)C1(C)CC1)C(=O)N(CCc1ccccn1)C2	-11%
CCC(C)NC(=O)c1cc(-c2ccc(F)cc2)cn1C (stereo unspecified)	-25%
CCCCc1cc(C[C@@H]2C[C@H](NC(=O)c3cccc(F)c3)C2(C)C)no1	?
COc1ccccc1-c1noc(CSc2nnc(Cc3ccccc3)n2-c2ccc(C)c(C)c2)n1	?
Cn1c(=O)oc2cc(S(=O)(=O)CCC(=O)N3CCN(c4ccccc4F)CC3)ccc21	?
CC(=O)NC1CCCc2c1[nH]c1c(Cl)cccc21 (stereo unspecified)	6%
CCn1cc(S(=O)(=O)N2CCC(OCCOC)CC2)cn1	5%
Cc1ccc(Cl)cc1NC(=O)N1C[C@@H](F)C[C@H]1C(=O)N1CCc2ccccc2C1	-22%
CC(=O)N1CCC(CC(=O)NCC(=O)N2CCCCCCNC(=O)CC2c2ccccc2)CC1 (stereo unspecified)	?
COC(=O)CNC(=O)C1CN(S(=O)(=O)c2cccnc2)CC12CCCCC2 (stereo unspecified)	-2%
Cn1cnc(S(=O)(=O)N2CCC(C(=O)Nc3ccc(F)cc3F)CC2)c1	23%
CCN1c2cc(C(=O)Nc3ccc(C)cc3)ccc2C(=O)N2CCCCCC21 (stereo unspecified)	i
Cc1ccc(CNC(=O)c2c[nH]c3ccc(S(=O)(=O)Nc4ccc(C(C)C)cc4)cc3c2=O)cc1	0%
Cc1ccc(C(=O)Nc2cccc(-c3nnc4n3CCCC4)c2)c(C)c1	?
CCOc1ccccc1NC(=O)N1c2ccccc2CC1c1nc(C(C)C)no1 (stereo unspecified)	-4%[5.79 µM]
Cc1ccccc1-c1[nH]nc2ncc(-c3ccccc3F)nc12	?

# Screening data (PubChem BioAssay)
